Source: PubChem
TCR act: T cell receptor activation | primary human leukocytes, anti-CD3, IL-2 HTRF, 48 h | Potency, µM (top dose mostly 9.22 µM), inactives show at the highest dose activation of IL-2 secretion, hits mostly activators | 330,000 tested, under 10 active; note: % of control where 0% means no effect
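Human primary leukocytes + a-CD3 beads + cpd, 48 hr; IL-2 in supernatant by HTRF (ex 320nm / em 665nm). No co-stimulatory signal supplied.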
KCNH2 3.1 block: blocks the human KCNH2 3.1 channel isoform; U2OS KCNH2 3.1, thallium flux FluxOr; hits give low values; activity change, % (tested at about 1.8 µM); 340,000 tested, 0.95% active;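 active = maximum activity change below -70%; inconclusive = maximum activity change from -70% to -50%; inactive = maximum activity change above -50%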;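 note: thallium influx rate constant from kinetic fluorescence after stimulation buffer; % is set by controls: 0 for no effect and ±100 for the full control effect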
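Thallium flux via FluxOr fluorescence (Red40 quencher, 45 min loading) in U2OS cells virally expressing the KCNH2 3.1 isoform (1.77 x 10^8 /mL virus, overnight at 37 C). Rate constants from 2-min kinetic reads post-stimulation, normalised to positive and negative controls.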
TRPV1 ag: activates the human vanilloid receptor TRPV1; TRPV1-expressing cells, Fluo-8 calcium influx, agonist mode; activation, % at 8.33 µM; 320,000 tested, 0.19% active; in the data active = activation above about 80%; inconclusive = between about 30% and that limit; note: 0% is about no effect
Target sequence (Q8NER1 whole entry, looked up): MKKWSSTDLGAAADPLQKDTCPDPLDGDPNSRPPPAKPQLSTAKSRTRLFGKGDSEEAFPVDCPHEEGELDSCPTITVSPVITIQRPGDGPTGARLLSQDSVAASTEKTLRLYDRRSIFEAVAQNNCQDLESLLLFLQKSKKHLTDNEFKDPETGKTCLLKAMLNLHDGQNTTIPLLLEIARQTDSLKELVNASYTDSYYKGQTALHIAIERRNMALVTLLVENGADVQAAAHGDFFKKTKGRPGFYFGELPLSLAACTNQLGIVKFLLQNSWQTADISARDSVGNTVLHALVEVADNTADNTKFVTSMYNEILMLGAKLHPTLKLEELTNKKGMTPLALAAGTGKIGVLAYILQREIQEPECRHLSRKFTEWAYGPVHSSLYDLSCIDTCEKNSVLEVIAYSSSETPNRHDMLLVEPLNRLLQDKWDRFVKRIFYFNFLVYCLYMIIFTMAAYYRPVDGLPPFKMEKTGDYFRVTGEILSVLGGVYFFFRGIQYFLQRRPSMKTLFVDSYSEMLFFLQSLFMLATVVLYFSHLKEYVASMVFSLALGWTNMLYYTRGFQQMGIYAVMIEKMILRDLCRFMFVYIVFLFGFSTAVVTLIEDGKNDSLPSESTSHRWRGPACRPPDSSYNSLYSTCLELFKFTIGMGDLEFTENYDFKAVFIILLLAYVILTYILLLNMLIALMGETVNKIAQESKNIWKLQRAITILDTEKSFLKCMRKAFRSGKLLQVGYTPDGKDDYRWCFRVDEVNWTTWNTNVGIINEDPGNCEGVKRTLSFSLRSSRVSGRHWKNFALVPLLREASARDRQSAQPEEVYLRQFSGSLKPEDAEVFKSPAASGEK
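Fluo-8 calcium influx in TRPV1-expressing cells, kinetic read (ex 480/em 520 nm). Compound added and read 3 min for agonist activity, followed by capsaicin at EC20 final and 2 min further read for enhancement.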
Eya2 inh: Eya2 (human) phosphatase inhibition. O00167. recombinant Eya2, OMFP fluorescence dephosphorylation (OMFP is methylfluorescein phosphate). 330,000 tested, 0.006% active. Potency, µM (doses to about 76.9 µM), without a hit: at the top dose activity, negative = inhibition, usual class: inhibitors; note: potency is the fitted concentration of half-maximal effect; % is set by controls: 0 for no effect and ±100 for the full control effect
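Eya2 (0.2 uM) preincubated 10 min at ambient with compound, then OMFP substrate added at 50 uM; 10 min reaction in 50 mM HEPES pH 7.5, 50 mM NaCl, 5 uM MgCl2, 0.05% BSA, 1 mM DTT. Fluorescence read at Ex 485/Em 525 nm.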
Mito fusion yeast: mitochondrial division inhibition or fusion activation | S. cerevisiae fusion-defective mutant growth rescue, CellTiterGlo 48 h | Potency, µM (series often up to 46.1 µM), inactives show at the top dose growth rescue (activation), usual class: activators | 320,000 tested, 0.23% active;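 note: potency is the fitted concentration of half-maximal effect; % of control where 0% means no effect; nearly all actives have a fitted effect of over 45% in size; temperature-sensitive fusion mutants such as fzo1-1 at 37 °C on non-fermentable ethanol glycerol medium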
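S. cerevisiae fusion-defective temperature-sensitive mutants (e.g. fzo1-1, mgm1-5) grown 48 h at 37C in YPEG (ethanol/glycerol non-fermentable) medium with 23 nl compound per well; growth rescue read as CellTiterGlo luminescence.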
ELG1 repair inh: blocks ELG1-dependent DNA repair in HEK293T cells. HEK293T ELG1-luciferase reporter, luminescence, 16 h; DNA damage induced by 5-fluorouridine. Potency, µM (highest dose often 46.1 µM), for the others: top-dose activity change, negative = inhibition, usual class: inhibitors. 330,000 tested, 2.3% active; note: potency is the fitted concentration of half-maximal effect; % is set by controls: 0 for no effect and ±100 for the full control effect; nearly all actives have a fitted effect of over 55% in size
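Overnight (16 hr) co-exposure of 2,000 cells/well to 5-fluorouridine and compound at 37 °C preceded detection. Luciferase was quantified via ONE-Glo luminescence; loss of signal denotes inhibition.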
AT treatment: potential ataxia-telangiectasia treatment | […] A-T fibroblasts, KAP-1 phosphorylation AlphaLISA; neocarzinostatin DNA damage 30 min before lysis | Potency, µM (titrated, usually from 57.5 µM), for the others: at the highest dose activation, actives largely listed as activators | 320,000 tested, 0.19% active | AID 485349; note: potency is the fitted concentration of half-maximal effect; % of control where 0% means no effect; nearly all actives have a fitted effect of over 45% in size
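hTERT-immortalized A-T patient fibroblasts ([…]), 500 cells/well in OPTI-MEM, 1% FBS, got compounds for 60 min, then NCS for 30 min at 37C. Lysates were then assayed for phospho-KAP-1 by AlphaLISA (anti-pKAP1 donor, anti-KAP1 acceptor beads), 6 hr at 25C.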
USP2a inh: inhibitors of human ubiquitin-specific protease USP2a; O75604; USP2 core, Ub-CHOP2 coupled fluorogenic reporter, 485/531; Potency, µM (doses to about 38.3 µM), inactives show at the highest dose activity change, negative = inhibition, most hits filed as inhibitors; 330,000 tested, 0.01% active;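 note: potency is the fitted concentration of half-maximal effect; plate controls were DMSO wells for no effect and full inhibition by NEM control for full effect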
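Deubiquitinase activity read as fluorescence (485/531 nm) after Ub-CHOP2 cleavage activates the enterokinase reporter on its substrate; USP2 core 10nM, Ub-CHOP2 and substrate 25nM each, 30min compound preincubation then 60min RT; data normalized to NEM, curves fitted.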
KCNH2 WT inh: KCNH2 (human, wildtype) channel inhibition | activity change, % at 1.84 µM | 340,000 tested, 0.37% active | Q12809 | U2OS, BacMam KCNH2, thallium flux FluxOr; hits give low values;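 active = maximum activity change below -70%; inconclusive = maximum activity change between -70% and -50%; inactive = maximum activity change above -50%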; note: % is set by controls: 0 for no effect and ±100 for the full control effect
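U2OS cells transduced with wild-type KCNH2 virus are loaded with FluxOr dye for 45 min, and thallium flux is measured in kinetic reads before and after stimulation buffer. Rate constants are normalized to DMSO controls.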
TSHR antag: blocks TSH signaling through the human TSH receptor; AID 504810; P16473; TSHR-expressing cells, TSH-stimulated cAMP HTRF, 2 h; hits give low values; activity change, negative = inhibition, % at 11.5 µM; 330,000 tested, 0.2% active;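 active = activity change below a set negative limit, meaning inhibition stronger than a set level, cut at about -70% in these data; inconclusive = activity change between two set negative limits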; note: % is set by controls: 0 for no effect and ±100 for the full control effect
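TSHR-expressing cells were treated with compounds, then stimulated with TSH at EC80 (4nM final) for 2 hours at 37 deg C. Cellular cAMP was measured by HTRF competition between lysate cAMP and cAMP-d2 for a cryptate-labelled anti-cAMP antibody.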
* = called active by the depositor; ? = inconclusive; / = not tested or not shown; [ ] = another dose, or the depositor's remark. Unless noted, calls come from the whole dose curve; as a rule, active = well fitted curve in the direction sought with a large enough effect; inconclusive = small, poorly fitted or top-dose-only effect, or another doubt; inactive = no such curve, though single readings can be large; an effect the other way counts as inactive or inconclusive.

SMILES | TCR act | KCNH2 3.1 block | TRPV1 ag | Eya2 inh | Mito fusion yeast | ELG1 repair inh | AT treatment | USP2a inh | KCNH2 WT inh | TSHR antag
O=C(Nc1ccccc1)Nc1ccc(C(=O)N2CCOCC2)cc1 | -18% | -10 | -5 | -8% | -5% | ? | -3% | 0% | -14 | 25
CCCCNC(=O)Cn1cnc2c(cnn2-c2ccc(C)c(C)c2)c1=O | / | 2 | 11 | 10% | -3% | 13% | -1% | 1% | 5 | 9
COc1ccc2cc(CN(CCCN3CCOCC3)Cc3nnnn3C3CCCC3)c(=O)[nH]c2c1 | 2% | -1 | 3 | 16% | -4% | -1% | 25% | -5% | 12 | 13
O=C(NC(=S)N1CCc2ccccc21)c1ccco1 | 6% | 7 | 3 | 16% | 1% | 1% | -5% | 1% | -4 | -12
CCOC(=O)c1cccc(NC(=O)CCc2nnc3ccc(N4CCOCC4)nn23)c1 | 1% | -12 | 2 | 7% | 0% | 0% | -5% | 4% | 5 | 0
O=C(NCc1ccccc1)c1cc(-c2cccs2)on1 | -4% | -6 | 16 | -1% | -1% | ? | -5% | 0% | 0 | 1
Cc1nc(SCC(=O)NCC2CCCO2)nc(C)c1C (configuration not stated) | 11% | 3 | / | 2% | / | 0% | 4% | 5% | -5 | /
O=C(N/N=C/c1cccnc1)C1CCCN(S(=O)(=O)c2ccccc2)C1 (configuration not stated) | 0% | -6 | -10 | -22% | -1% | 22% | 10% | 1% | 5 | -4
C/C=C(\C)CN1CCC(n2nccc2NC(=O)CCc2ccccc2)CC1 | -1% | 0 | 3 | -11% | 0% | 7% | 1% | 2% | 23 | -5
COc1ccc(CCNC(=O)CNC(=O)c2ccco2)cc1 | -3% | -12 | 2 | -11% | -2% | 2% | -2% | 2% | 5 | 4
Cc1ncc([N+](=O)[O-])n1Cc1cccc(F)c1 | -1% | -3 | 2 | -12% | 13% | -2% | 2% | 9% | 4 | -5
CC[C@]12c3[nH]c4ccc(Cl)cc4c3CCN1C(=O)[C@@H](CC(=O)NCCC1=CCCCC1)C[C@@H]2C(=O)N1CCN(C(=O)c2ccco2)CC1 | -7%[46.1 µM] | -15 | / | 0% | / | 16µM* | -27% | -12% | 3 | -3
O=C(NCc1ccccc1)C1CCCN1C(=O)Nc1ccccc1[N+](=O)[O-] (configuration not stated) | -3% | 13 | 0 | -10% | 5% | 1% | -8% | 1% | 25 | -4
CCCn1c(=O)c2ccccc2n2c(SCC(=O)c3ccc(F)cc3)nnc12 | / | / | -8 | -1% | 2% | -3% | 4% | 0% | / | -2
Cc1cccc(C)c1OCC(O)CNC(C)(C)C (configuration not stated) | 2% | 2 | -1 | -8% | -16% | 5% | 1% | 0% | 2 | 14

One compound at a time (already shown).
CCCCNC(=O)Cn1cnc2c(cnn2-c2ccc(C)c(C)c2)c1=O reads TCR act: /; KCNH2 3.1 block: 2; TRPV1 ag: 11; Eya2 inh: 10%; Mito fusion yeast: -3%; ELG1 repair inh: 13%; AT treatment: -1%; USP2a inh: 1%; KCNH2 WT inh: 5; TSHR antag: 9
CCCn1c(=O)c2ccccc2n2c(SCC(=O)c3ccc(F)cc3)nnc12 reads TCR act: /; KCNH2 3.1 block: /; TRPV1 ag: -8; Eya2 inh: -1%; Mito fusion yeast: 2%; ELG1 repair inh: -3%; AT treatment: 4%; USP2a inh: 0%; KCNH2 WT inh: /; TSHR antag: -2
O=C(Nc1ccccc1)Nc1ccc(C(=O)N2CCOCC2)cc1 reads TCR act: -18%; KCNH2 3.1 block: -10; TRPV1 ag: -5; Eya2 inh: -8%; Mito fusion yeast: -5%; ELG1 repair inh: ?; AT treatment: -3%; USP2a inh: 0%; KCNH2 WT inh: -14; TSHR antag: 25

(continued)
SMILES | TCR act | KCNH2 3.1 block | TRPV1 ag | Eya2 inh | Mito fusion yeast | ELG1 repair inh | AT treatment | USP2a inh | KCNH2 WT inh | TSHR antag
CC(=O)c1ccc(N2CCN(C(=O)CCN3C(=S)NC(C)(C)CC3C)CC2)cc1 (configuration not stated) | / | 3 | 0 | 19% | 0% | 2% | -4% | 0% | 6 | -6
Cc1ccnc(NS(=O)(=O)c2ccc(N3C(=O)c4ccccc4C3=O)cc2)n1 | 0%[46.1 µM] | 17 | -2 | -5% | 0% | ? | 0% | 7% | 19 | 12
Clc1ccccn1 | 5% | 11 | 1 | 14% | -3% | 4% | 6% | -2% | -3 | -1
CCOC(=O)C1=C(CN2CCCCCC2)NC(=O)NC1c1ccc2c(c1)OCO2 (configuration not stated) | 0% | -4 | -1 | -1% | 18% | 5% | 3% | 1% | 18 | -5
CCCCN(CCCC)C(=O)CN(C)S(=O)(=O)c1ccc2c(c1)n(C)c(=O)c(=O)n2C | 8%[46.1 µM] | -10 | 4 | -1% | -3% | -9% | 5% | 5% | 25 | 72
CSc1nnc(C)c(=O)n1COC(=O)c1cc(Cl)ccc1[N+](=O)[O-] | -7% | 16 | -8 | -2% | 0% | 12% | -4% | -7% | -5 | 1
CC1CC(C)CN(CCOc2ccccc2-c2ccccc2)C1 (configuration not stated) | -6%[46.1 µM] | / | 14 | -1% | 17% | -14% | 2% | 3% | -7 | 4
COC(=O)C1=C(C)N(Cc2ccc(OC)cc2)C(=O)/C1=C\c1ccco1 | -4% | 22 | / | 12% | 4% | 18µM* | -1% | 3% | -1 | 0
COC(=O)C(C)n1cnc2c(nnn2-c2ccc(OC)cc2)c1=O (configuration not stated) | -2% | -1 | -4 | -16% | -1% | ? | -4% | 2% | -11 | 0
CC(C)CC(=O)Nc1nnc(SCC(=O)NC2CCCCC2)s1 | -5% | 1 | 1 | 4% | 1% | ? | 13% | 0% | -5 | 17
CC(C(=O)NCc1ccccc1)N(Cc1ccccc1Cl)C(=O)c1snc(C(N)=O)c1N (configuration not stated) | -34% | -8 | 2 | -20% | 10% | -5% | 15% | -2% | 2 | 5
COc1ccc(-c2ccc(OC)cc2)cc1 | 3%[46.1 µM] | 19 | 4 | -2% | 8% | ? | 4% | -1% | -5 | 47
Cc1cc(N)n2nc(-c3ccccc3)cc2n1 | 12%[46.1 µM] | 16 | 1 | -2% | 6% | ? | -6% | 1% | 2 | 0
CC(C)(C)OC(=O)N1CCC(CC2CC(c3ccc(Cl)cc3)=NO2)(C(=O)NCC2CCCCC2)CC1 (configuration not stated) | 3% | -4 | 8 | 2% | -7% | 24% | -2% | 1% | 7 | -22
O=C(/C=C/Nc1ccccc1)c1ccc(Oc2ncccn2)cc1 | -3% | 2 | 0 | 5% | -1% | ? | 1% | 0% | 7 | 0
CCOc1ccccc1N1C(=O)c2ccc(C(=O)O)cc2C1=O | 1% | -2 | 3 | 4% | -3% | 0% | 6% | 3% | -6 | -16
C=CCCCCCCCCC(=O)N1CCN(c2cc3c(cc2F)c(=O)c(C(=O)O)cn3CC)CC1 | -4% | 4 | -3 | -8% | -16% | 2% | -6% | 3% | -8 | -5
COCCCNC(=O)c1cc2c(=O)n3cccc(C)c3nc2s1 | 3% | 7 | 0 | -5% | -2% | 17% | 2% | -1% | 4 | -5
CN(C)C(CNC(=O)CCS(=O)(=O)c1ccccc1)c1ccccc1 (configuration not stated) | -2% | -9 | 0 | 5% | 1% | 0% | -2% | 4% | -6 | 4
O=C(Nc1nc(-c2ccc(S(=O)(=O)N3CCCCCC3)cc2)cs1)c1ccccc1 | 16% | -48 | 20 | 4% | 1% | 7.3µM* | / | -9% | 4 | ?
CSc1ccccc1NC(=O)CN(C)C(=O)Cc1c(F)cccc1Cl | 0% | 0 | -3 | 0% | 16% | 0% | 3% | 1% | 14 | 27
Nc1nc(SCC(=O)N2CCN(S(=O)(=O)c3ccc(Cl)cc3)CC2)n[nH]1 | 4% | -5 | -2 | -14% | 0% | 5% | 4% | -1% | -4 | -26
COc1cccc(CN2CC(C(=O)NCc3cccc(N4CCCC4)c3)CCC2=O)c1 (configuration not stated) | -11% | -15 | 0 | 5% | -3% | -5% | -6% | 0% | 5 | -5
O=C1NCCCCC1NC1CC(=O)N(c2ccccc2)C1=O (configuration not stated) | -3% | -20 | 1 | 6% | -5% | 4% | -2% | -1% | 16 | -5
CCn1c(SCC(=O)Nc2cc(C)on2)nc2c1c(=O)n(C)c(=O)n2C | / | -2 | 0 | 0% | -1% | -8% | -3% | -1% | 2 | 5
O=C(/C=C/Nc1ccccc1C(=O)O)c1cccs1 | -3%[46.1 µM] | -8 | -2 | 2% | 2% | ? | -5% | 0% | 0 | -14
O=c1[nH]c(N2CCN(Cc3ccccc3)CC2)nc2c1CCC2 | -2% | 9 | 0 | 1% | 6% | -2% | 0% | 1% | -2 | 15
COc1ccc(C)cc1NC(=O)C1C2C=CC(C2)C1C(=O)O (configuration not stated) | 0% | 14 | 0 | -5% | -1% | -5% | 7% | 3% | -7 | 1

These rows are one share of the data (hit frequency here may not be typical).
